TRHR PAM = allosteric enhancers of human TRH receptor | TRHR cells, fluo-8 calcium fluorescence, EC20 TRH enhancement | enhancement, % at 2 µM | 360,000 tested, 0.66% active; in the data active = enhancement above about 30%; also: 0% is about no effect
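Enhancer read-out: after compound pinning and an initial kinetic agonist-mode read, an EC20 of TRH (10 nM final) was injected and fluo-8 calcium signal (Ex 480/Em 530) followed at 1 s/cycle for 100 cycles in TRHR-expressing cells.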
D2 potentiator = positive allosteric modulators of human D2 dopamine receptor. P14416. 340,000 tested, 0.34% active. AID 485347. potentiation, % at 10 µM. HEK293 T-REx D2, calcium flux, EC20 dopamine potentiation;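 active = potentiation over 3 SD above the plate norm, cut at about 30% in these data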; also: 0% is about no effect
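Primary screen. Calcium kinetics in induced HEK293 T-REx D2 cells: compound pre-addition 180 s, EC20 dopamine, 180 s more.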
D1 agonist = agonists of human D1 dopamine receptor; P21728; HEK293 T-REx D1 cells, calcium flux, agonist mode; activation, % at 2 µM; 360,000 tested, 1% active; AID 504660; also: 0% is about no effect
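Tetracycline-induced HEK293 TREx D1 cells, force-coupled to calcium signalling, were dye-loaded with a no-wash calcium kit. Compound was pin-added after a 10 s baseline. Fluorescence was read kinetically at 1 cycle/s for 180 s, with calcium rises flagged as agonism.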
D1 PAM = potentiators of human D1 dopamine receptor. 360,000 tested, 0.036% active. AID 504651. potentiation, % at 10 µM. HEK293 TREx D1 cells, calcium flux, dopamine EC20 potentiation. P21728; in the data active = potentiation above about 30%; also: 0% is about no effect
D2 agonist = agonists of human D2 dopamine receptor; HEK293 T-REx D2 cells, calcium flux agonist mode; activation, % at 2 µM; 340,000 tested, 0.53% active;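 active = activation over 3 SD above normal in the single-dose calcium agonist read, cut at about 30% in these data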; also: 0% is about no effect
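In this primary screen, compounds producing a positive calcium signal within 180 s of addition to tetracycline-induced, force-coupled HEK293 Trex D2 cells are flagged; cells are dye-loaded with a no-wash calcium kit beforehand.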
TRHR agonist = agonists of human TRH receptor. activation, % at 2 µM. P34981. 360,000 tested, 0.18% active. TRHR cells, calcium flux fluo-8, FDSS agonist mode; also: 0% is about no effect
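Read-out: compound-evoked intracellular calcium rise in TRHR cells, fluo-8 dye, kinetic FDSS fluorescence at 1 s/cycle following a 10-cycle baseline. Cells cultured overnight before dye loading (30 min–1.5 h, RT).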
D2 antagonist = antagonizes the human D2 dopamine receptor. HEK293 TREx D2 cells, calcium flux, dopamine EC80. inhibition, % at 10 µM. 340,000 tested, 2% active. AID 485344; in the data active = inhibition above about 30%; also: 0% is about no effect
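In this primary screen, negative modulation is detected by tracking calcium flux after an EC80 dopamine challenge in inducible HEK293 T-REx D2 cells preexposed to test compound for 180 s.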
D1 antagonist = human D1 dopamine receptor antagonism | HEK293 TREx D1 cells, calcium flux, dopamine EC80; hits give low values | 360,000 tested, 3.2% active | activity change, negative = inhibition, % at 10 µM | P21728; in the data active = activity change below about -30%; also: % is scaled to controls: 0 for no effect and ±100 for the full control effect
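Cells carrying a force-coupled, tetracycline-inducible human D1 receptor report calcium flux. Each well gets a 10 s baseline, compound with 180 s monitoring, then an EC80 dopamine stimulus with a second 180 s kinetic read.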
RXFP1 antag = RXFP1 (human) relaxin receptor antagonism; HEK293-RXFP1, relaxin-stimulated cAMP HTRF, 30 min; hits give low values; activity change, negative = inhibition, % at 57.5 µM; 350,000 tested, 0.59% active;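 active = activity change of -60% or lower, but not beyond a set lower limit; inconclusive = change between -60% and -40%, or beyond the set limit; inactive = change above -40%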; also: % is scaled to controls: 0 for no effect and ±100 for the full control effect
Target sequence (Q9HBX9 whole entry, looked up): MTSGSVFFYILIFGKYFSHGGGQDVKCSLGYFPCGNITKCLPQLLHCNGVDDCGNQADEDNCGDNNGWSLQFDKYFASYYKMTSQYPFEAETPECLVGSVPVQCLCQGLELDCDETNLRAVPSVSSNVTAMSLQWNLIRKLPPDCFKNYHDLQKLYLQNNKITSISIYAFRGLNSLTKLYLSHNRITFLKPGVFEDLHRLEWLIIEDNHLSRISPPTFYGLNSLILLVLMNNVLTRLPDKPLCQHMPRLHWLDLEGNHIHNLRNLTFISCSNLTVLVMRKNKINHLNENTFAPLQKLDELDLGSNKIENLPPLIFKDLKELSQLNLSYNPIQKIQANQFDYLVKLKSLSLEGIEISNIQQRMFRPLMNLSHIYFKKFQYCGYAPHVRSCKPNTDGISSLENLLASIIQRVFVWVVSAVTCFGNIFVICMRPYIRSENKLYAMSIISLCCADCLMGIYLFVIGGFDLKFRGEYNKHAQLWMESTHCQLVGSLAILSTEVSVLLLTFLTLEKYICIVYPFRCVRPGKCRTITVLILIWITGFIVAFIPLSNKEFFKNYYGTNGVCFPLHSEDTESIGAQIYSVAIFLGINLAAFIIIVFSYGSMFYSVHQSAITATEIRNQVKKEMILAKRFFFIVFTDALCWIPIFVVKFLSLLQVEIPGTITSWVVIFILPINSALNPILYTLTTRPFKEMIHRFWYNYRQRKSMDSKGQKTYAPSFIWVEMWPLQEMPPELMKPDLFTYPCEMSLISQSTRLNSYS
Starred values were filed as active, the others as inactive; ? = inconclusive; . = no result given; & = joins results of further samples. Rule as the data show it, unless noted: active = activation above about 30%; inactive = the rest.

1) COc1cccc(COC(=O)C2CCN(S(=O)(=O)c3cccs3)CC2)c1OC
2) O=C(/C=C/c1ccc(F)cc1)Nc1cccc(S(=O)(=O)Nc2cccc(C(F)(F)F)c2)c1
3) CNC(=S)N(Cc1ccco1)Cc1cc2cc3c(cc2[nH]c1=O)OCCO3
4) Cc1cccc(N2CCN(C(=O)c3cc4c(=O)oc5ccccc5c4s3)CC2)c1C
5) O=S(=O)(NCCc1ccncc1)c1ccccc1
6) COc1ccc(CCNCc2cc(C)n(-c3ccc(OC)cc3)c2C)cc1
7) CCOCCCn1c(=N)c(S(=O)(=O)c2ccc(C)cc2)cc2c(=O)n3ccccc3nc21
8) COCCNC(=O)Cn1c(-c2cccs2)cc2cc(Cl)ccc21

entry no.,1,2,3,4,5,6,7,8
TRHR PAM,4,8,8,-2,-4,-14,8,2
D2 potentiator,17,13,0,.,-14,4,22,8
D1 agonist,15,10,0,-1,7,55*,-1,-2
D1 PAM,-3,-7,-18,0,-2,-8,-1,-1
D2 agonist,0.0,-0.6,0.9,.,-0.7,-2.0,2.2,-0.9
TRHR agonist,0.3,0.3,1.0,0.0,-0.7,-0.3,-1.0,-0.8
D2 antagonist,-13,2,-15,.,-2,-4,.,.
D1 antagonist,-15,-19,-2,7,-8,-6,15,-10
RXFP1 antag,-7,-4,2,.,-12,-1,.,-11

Compound profiles (already shown). Screens in order: TRHR PAM | D2 potentiator | D1 agonist | D1 PAM | D2 agonist | TRHR agonist | D2 antagonist | D1 antagonist | RXFP1 antag
CCOCCCn1c(=N)c(S(=O)(=O)c2ccc(C)cc2)cc2c(=O)n3ccccc3nc21 is listed with 8 | 22 | -1 | -1 | 2.2 | -1.0 | . | 15 | .
CNC(=S)N(Cc1ccco1)Cc1cc2cc3c(cc2[nH]c1=O)OCCO3 is listed with 8 | 0 | 0 | -18 | 0.9 | 1.0 | -15 | -2 | 2
Cc1cccc(N2CCN(C(=O)c3cc4c(=O)oc5ccccc5c4s3)CC2)c1C is listed with -2 | . | -1 | 0 | . | 0.0 | . | 7 | .
COc1cccc(COC(=O)C2CCN(S(=O)(=O)c3cccs3)CC2)c1OC is listed with 4 | 17 | 15 | -3 | 0.0 | 0.3 | -13 | -15 | -7
COc1ccc(CCNCc2cc(C)n(-c3ccc(OC)cc3)c2C)cc1 is listed with -14 | 4 | 55* | -8 | -2.0 | -0.3 | -4 | -6 | -1

The list continues.
9) O=C(CNc1cc(S(=O)(=O)N2CCCC2)ccc1OCC(F)(F)F)Nc1cc(Cl)cc(Cl)c1
10) Cc1cc(O)c(C(=O)/C=C/c2ccc(Cl)cc2)c(=O)o1
11) Nc1c(C(=O)NCc2ccccc2)sc2nc3c(cc12)C(=O)CCC3
12) Cc1cc(C)cc(NC(=O)N2CCC3(CC2)Oc2ccccc2C(=O)N3Cc2ccccc2F)c1
13) Cc1cc(C)cc(C(=O)Oc2coc(CSc3nnc(NC(=O)C4CC4)s3)cc2=O)c1
14) Cc1cc(NC(=O)c2cc(-c3ccccc3)on2)n(-c2ccccc2)n1
15) COc1ccccc1OCCC(=O)Nc1cccc(S(=O)(=O)N2CCOCC2)c1
16) COc1ccc(C(=O)NNC2CC(=O)N(Cc3ccc(Cl)cc3)C2=O)cc1OC (configuration not stated)

entry no.,9,10,11,12,13,14,15,16
TRHR PAM,4,-2,-3,-6,0,5,5,-1
D2 potentiator,-2,.,11,7,-4,.,-2,5
D1 agonist,4,6,0,2,2,2,0,1
D1 PAM,-1,-1,1,-2,-1,0,-7,-7
D2 agonist,-0.2,.,-0.3,0.8,-0.4,.,0.2,0.1
TRHR agonist,0.9,3.5,0.0,0.9,0.1,0.4,-0.2,0.2
D2 antagonist,-4,.,0,.,-3,.,2,13
D1 antagonist,3,-2,3,-13,0,4,15,1
RXFP1 antag,.,-4,4,-2,-5,7,9,-1

Structures listed so far printed as active in D1 agonist:
cpd | canonical_smiles | TRHR PAM | D2 potentiator | D1 agonist | D1 PAM | TRHR agonist | D2 antagonist | D1 antagonist | RXFP1 antag
6 | COc1ccc(CCNCc2cc(C)n(-c3ccc(OC)cc3)c2C)cc1 | -14 | 4 | 55* | -8 | -0.3 | -4 | -6 | -1

Remaining list, next part.
17) CN/C=C1\C(=O)C(C)(C)Oc2ccc3ccc(=O)oc3c21
18) CCOc1ccccc1/C=C(/NC(=O)c1ccccc1)C(=O)N(CC)CC
19) COCCN(C(=O)COC(=O)Cc1cccc(OC)c1)c1c(N)n(CC(C)C)c(=O)[nH]c1=O
20) COc1ccccc1C(=O)NCc1nnc(SCC(=O)Nc2nccs2)n1C
21) Cc1cccn2c(=O)c3cc(S(=O)(=O)c4ccccc4)c(=N)n(Cc4ccco4)c3nc12
22) O=C(CSc1nnc(NC(=O)C2CC(=O)N(c3ccccc3)C2)s1)NCC1CCCO1 (configuration not stated)
23) COc1cccc(C(=O)N2CCN(Cc3ccccc3[N+](=O)[O-])CC2)c1
24) Cc1ccc(C(=O)N(Cc2sccc2C)C2CCS(=O)(=O)C2)cc1 (configuration not stated)

entry no.,17,18,19,20,21,22,23,24
TRHR PAM,3,-4,2,-16,-16,4,-2,-9&2
D2 potentiator,3,-6,-23,-3,5,3,-4,-2&6
D1 agonist,0,1,2,-4,2,3,5,1&-3
D1 PAM,0,-1,5,1,4,-2,-4,-9&0
D2 agonist,-1.3,0.4,-0.7,0.4,1.3,1.0,0.1,-0.7&-0.1
TRHR agonist,-0.1,0.4,0.0,0.8,9.6,-0.1,-0.1,-0.3&-0.9
D2 antagonist,-19,-20,-10,-16,-8,-12,-3,-7
D1 antagonist,-24,-1,1,8,2,47,-2,-22&2
RXFP1 antag,-9,-5,-11,-5,-1,-8,20,-16&11

25) O=C(NCCCN1CCN(Cc2ccccc2)CC1)C1CCN(c2nnc(-n3cccc3)s2)CC1
26) COc1cccc(N2C(=O)CC(N3CCN(c4ccc([N+](=O)[O-])cc4)CC3)C2=O)c1 (configuration not stated)
27) COc1ccc2ccccc2c1CN(C)Cc1ccccc1
28) O=C1CC(C2CCCO2)C(=O)N1c1ccccc1 (configuration not stated)
29) O=C(CC1SC(N2CCOCC2)=NC1=O)Nc1ccccc1Cl (configuration not stated)
30) CC(C)CN1CCC(=O)N([C@H](CN=[N+]=[N-])Cc2ccccc2)CC1
31) CC(C)(C)C(=O)OCc1cc(=O)n2nc(C3CCCCC3)sc2n1
32) Clc1cccc(CSC2=NCCCN2)c1

entry no.,25,26,27,28,29,30,31,32
TRHR PAM,6,-5,-7,-2,2,-5,-5,0
D2 potentiator,4,-3,5,-2,-25,-4,-4,3
D1 agonist,6,2,1,0,2,3,2,0
D1 PAM,-5,-6,-8,-5,-9,3,-1,-3
D2 agonist,0.7,0.9,1.0,0.1,-0.6,0.4,0.6,0.2
TRHR agonist,0.1,0.1,-0.6,-0.4,0.1,0.0,-0.4,0.6
D2 antagonist,0,8,-13,0,40*,-6,.,12
D1 antagonist,-14,-13,-6,-15,-6,9,-33*,-5
RXFP1 antag,-6,0,-14,-29,12,.,.,?

33) O=C(O)c1n[nH]c2ccccc12
34) CCOC(=O)CSc1nc(-c2ccc3c(c2)OCO3)ccc1C#N
35) CCOC(=O)C(=O)N=Nc1c(O)[nH]c2ccccc12
36) CCOc1ccc(N=C2NN=C(c3cc(C)n(CC4CCCO4)c3C)CS2)cc1 (configuration not stated)
37) COc1ccc(NC(=O)c2cccc3c2C(=O)c2ccc(-c4cnc(OC)nc4)cc2S3(=O)=O)cc1
38) O=C(CN1CCOCC1)Nc1ncc(Cc2cccc(Cl)c2Cl)s1
39) S=c1nn[nH]n1C12CC3CC(CC(C3)C1)C2
40) O=C(Nc1cccc(C(=O)NC2CCCC2)c1)c1ccccc1

entry no.,33,34,35,36,37,38,39,40
TRHR PAM,1,-2,-5,-5,-5,5,-2,-3
D2 potentiator,10,-4,-2,10,4,25,13,3
D1 agonist,5,1,22,0,2,14,1,-1
D1 PAM,0,-6,-5,-5,4,0,1,0
D2 agonist,0.5,-0.4,3.4,-0.4,-0.4,5.1,-0.2,-0.2
TRHR agonist,0.2,-0.5,-1.0,-0.3,-0.1,0.4,-0.1,-0.9
D2 antagonist,16,-7,4,-3,1,0,16,-4
D1 antagonist,9,-20,-10,.,32,11,4,1
RXFP1 antag,5,-1,-3,-1,.,-4,16,-4

41) Cc1cccc(-c2noc(C3CC(=O)N(c4ccc5c(c4)OCCO5)C3)n2)c1 (configuration not stated)
42) CCOc1cc(/C=N/OC(C)=O)ccc1OCc1ccccc1
43) COc1ccc2c(c1OC)C(=O)N1N=C(c3ccc(O)cc3)CC21 (configuration not stated)
44) Cn1cc([N+](=O)[O-])c(C(=O)N/N=C/c2ccc3c(c2)OCO3)n1
45) CC(/C=C1\SC(=S)N(C(C(=O)O)c2ccccc2)C1=O)=C\c1ccccc1 (configuration not stated)
46) Oc1ccc(C[C@H]2CNCCN2CCc2cccc(F)c2)cc1
47) COc1ccc(-c2nc(C(=O)NCC3CCCO3)cc3c2[nH]c2ccccc23)cc1 (configuration not stated)
48) O=C(CCc1ccc(S(=O)(=O)N2CCOCC2)cc1)N/N=C/c1ccc(O)c(O)c1O

entry no.,41,42,43,44,45,46,47,48
TRHR PAM,2,1,0,2,10,4,-19,-7
D2 potentiator,-6,0,-3,11,3,-21,-7,10
D1 agonist,12,0,1,-1,3,3,0,2
D1 PAM,-5,2,-2,-3,-1,2,-1,-3
D2 agonist,-0.4,-0.5,-0.6,.,-0.6,4.5,0.6,0.5
TRHR agonist,0.6,-0.7,0.1,0.3,0.3,0.8,3.1,-0.1
D2 antagonist,.,11,11,.,-12,12,21,-3
D1 antagonist,-21,-24,-5,-15,-2,-17,-23,-19
RXFP1 antag,-22,-16,-8,-5,2,.,.,12

49) CCCCn1c(N)c(N(CCC(C)C)C(=O)c2cccc(S(=O)(=O)N3CCN(C)CC3)c2)c(=O)[nH]c1=O
50) CC(C)(C)c1ccc(S(=O)(=O)NCc2ccc(C(=O)NCC3CCCO3)cc2)cc1 (configuration not stated)
51) O=C(CSc1nc(-c2ccccc2)c2ccccc2n1)Nc1ccc(F)cc1
52) Cc1cc(OCCn2nc(C(=O)O)c3ccccc3c2=O)ccc1C(C)C
53) CCN(CC)c1ccc(Nc2nc(Cl)ncc2Br)cc1
54) O=C(Nc1cccc(Cl)c1)C1CCCCC1
55) O=C(CNC(=O)c1ccc(Br)o1)NNC(=O)c1ccc(Cl)cc1
56) O=C(NCC1CCCO1)c1csc2c1CCCC2 (configuration not stated)

entry no.,49,50,51,52,53,54,55,56
TRHR PAM,0,-1,3,-7,-1,4,1,-2
D2 potentiator,-5,7,6,-8,7,-14,.,5
D1 agonist,1,5,0,0,2,0,3,0
D1 PAM,-1,2,4,6,2,6,0,-9
D2 agonist,0.1,-0.2,0.5,-0.4,-0.5,-0.2,.,0.6
TRHR agonist,-0.3,-1.4,0.5,0.2,-0.6,-0.2,-0.1,0.3
D2 antagonist,34*,0,.,7,-14,3,.,11
D1 antagonist,-4,-22,-3,22,1,-22,4,-11
RXFP1 antag,-15,-4,-1,-18,-12,.,1,-22
